ABCG2 inh: ABCG2 efflux pump inhibitors, primary screen, multiplex with ABCB1, IgMXP3 cells, flow cytometry. Broad substrate specificity ATP-binding cassette transporter ABCG2 (Homo sapiens), Q9UNQ0. JC-1 efflux. 190,000 compounds, 0.1% hits. AID 1325, 2008. inhibition, % at 6.6 µM;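 active = inhibition above 80%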;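 note: 0% = DMSO and 100% = nicardipine control wells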
Target sequence (Q9UNQ0 whole entry, looked up): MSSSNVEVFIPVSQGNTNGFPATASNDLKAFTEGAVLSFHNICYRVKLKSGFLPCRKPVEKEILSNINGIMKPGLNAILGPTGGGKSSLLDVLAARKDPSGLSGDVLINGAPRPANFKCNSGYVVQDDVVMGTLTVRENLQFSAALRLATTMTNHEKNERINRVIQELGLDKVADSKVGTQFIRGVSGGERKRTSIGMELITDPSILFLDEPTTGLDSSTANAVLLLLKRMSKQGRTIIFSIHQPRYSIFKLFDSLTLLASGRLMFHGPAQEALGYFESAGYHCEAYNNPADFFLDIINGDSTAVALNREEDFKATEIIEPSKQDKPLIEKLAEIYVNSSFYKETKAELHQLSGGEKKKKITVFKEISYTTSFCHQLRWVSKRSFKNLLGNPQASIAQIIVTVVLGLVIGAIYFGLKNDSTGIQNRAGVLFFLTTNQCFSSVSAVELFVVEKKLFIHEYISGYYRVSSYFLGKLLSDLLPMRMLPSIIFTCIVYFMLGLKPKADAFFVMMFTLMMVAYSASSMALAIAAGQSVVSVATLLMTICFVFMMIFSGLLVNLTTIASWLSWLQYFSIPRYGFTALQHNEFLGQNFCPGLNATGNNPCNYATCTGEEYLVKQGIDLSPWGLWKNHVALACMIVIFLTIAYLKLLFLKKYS
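Assay system – ABCG2 IgMXP3 and barcoded ABCB1 CCRF-Adr cell mix · Input – 3 million cells/mL in well · Reagent – JC-1 fluorescent substrate · Compound – single test compound dose, 6.6 µM final · Timing – 10 min exposure at 25 °C with rotation, no wash · Detection – flow cytometry of retained JC-1 fluorescence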
RGS7-Gao reg: RGS7-Galphao binding modulators, primary screen, biochemical, multiplexed bead flow cytometry; 220,000 compounds, 0.35% hits; Guanine nucleotide-binding protein G(o) subunit alpha (Homo sapiens), P09471; binding response (% of control), % at 10 µM; actives lie on both sides; in the data active = binding response below about 49% or above about 150%; inconclusive = no clear call, values can overlap the other calls; inactive = in between;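 note: fluorescent Galphao held in activated GDP-AlF4 state binding bead-coupled RGS7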
Mcl1 Noxa PPI: Mcl-1/Noxa binding inhibitors, primary screen, biochemical, TR-FRET, 1536-well. Induced myeloid leukemia cell differentiation protein Mcl-1 (Homo sapiens), Q07820. TR-FRET Mcl-1/Noxa peptide binding, 2 h. inhibition, % at 21.7 µM. 220,000 compounds, 1.5% hits;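 active = compounds that cut the protein-peptide binding signal by more than 50% relative to plate controls in a single-dose test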;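 note: His-tagged Mcl-1 with rhodamine Noxa BH3 peptide and terbium anti-His antibody; 0% = Mcl-1 plus Noxa peptide wells and 100% = peptide-only wells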
Target sequence (Q07820 whole entry, looked up): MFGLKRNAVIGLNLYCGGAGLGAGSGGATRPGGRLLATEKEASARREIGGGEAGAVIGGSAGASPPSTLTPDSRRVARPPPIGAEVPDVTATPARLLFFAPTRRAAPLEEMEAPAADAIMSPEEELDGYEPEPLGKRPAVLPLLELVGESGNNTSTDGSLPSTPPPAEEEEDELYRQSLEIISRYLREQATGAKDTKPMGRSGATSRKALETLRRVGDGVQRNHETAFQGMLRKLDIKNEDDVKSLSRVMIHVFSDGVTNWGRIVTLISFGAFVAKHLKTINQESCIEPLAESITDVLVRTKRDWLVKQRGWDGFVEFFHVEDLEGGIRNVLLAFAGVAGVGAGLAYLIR
RGS8-Gao reg: RGS8-Galphao binding modulators, primary screen, biochemical, multiplexed bead flow cytometry; response (percent of control binding), % at 10 µM; 220,000 compounds, 0.34% hits; actives lie on both sides; Guanine nucleotide-binding protein G(o) subunit alpha (Homo sapiens), P09471; in the data active = response below about 60% or above about 140%; inactive = in between;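 note: Galphao activated as the GDP aluminium fluoride complex binding bead-coupled RGS8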
ABCB1 block: ABCB1 efflux pump inhibitors, primary screen, cell-based, multiplex, flow cytometry, ABCG2 counter-screen; ATP-dependent translocase ABCB1 (Homo sapiens), P08183; CCRF-Adr cells, JC-1 efflux; inhibition, % at 6.6 µM; 190,000 compounds, 0.067% hits; AID 1326, 2008; in the data active = inhibition above about 40%;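 note: 0% = vehicle and 100% = reference inhibitor; higher value means more JC-1 retained so stronger ABCB1 efflux block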
GSH bead fluor: compound fluorescence on glutathione beads, profiling panel, artefact control, biophysical, 488/530 nm, flow cytometry; AID 1776, 2009; fluorescence (KMESF) at 10 µM; GSH beads flow cytometry, compound fluorescence 488/530 nm; hits give high values; 190,000 compounds, 0.25% hits; in the data active = fluorescence above about 89;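 note: glutathione beads carrying GST-tagged Bcl family fusion proteins plus one bare bead set; values are compound well signal with DMSO vehicle wells as background; inactives centre near 16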
RGS4-Gao reg: modulators of RGS4 binding to Galphao, primary screen, biochemical, multiplexed bead flow cytometry | AID 1415, 2008 | Guanine nucleotide-binding protein G(o) subunit alpha (Homo sapiens), P09471 | actives lie on both sides | binding response (% of control), % at 10 µM | 220,000 compounds, 0.33% hits; in the data active = binding response below about 49% or above about 150%; inactive = in between;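 note: fluorescent Galphao activated with aluminum fluoride binding bead-coupled RGS4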
Avidin bead fluor: green autofluorescence of compounds with avidin beads – biophysical, 488/530 nm, flow cytometry, artefact control, profiling panel | compound fluorescence 488/530 nm; hits give high values | fluorescence (KMESF) at 10 µM | 220,000 compounds, 0.38% hits | AID 1775, 2009; in the data active = fluorescence above about 47; note: inactives centre near 10
Bim-Mcl-1: inhibitors of Bim peptide binding to Mcl-1, primary screen, biochemical, bead-based flow cytometry, multiplex | Induced myeloid leukemia cell differentiation protein Mcl-1 (Homo sapiens), Q07820 | Bim peptide-Mcl-1 binding | inhibition, % at 10 µM | 190,000 compounds, 0.1% hits | AID 1009, 2008; in the data active = inhibition above about 40%;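 note: 0% = no compound tracer wells and 100% = peptide blocker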
Mcl1 Bid PPI: Mcl-1/Bid binding inhibitors, primary screen, biochemical, TR-FRET, 1536-well; Induced myeloid leukemia cell differentiation protein Mcl-1 (Homo sapiens), Q07820; TR-FRET Mcl-1/Bid-Dy647 peptide binding; inhibition, % at 21.7 µM; 220,000 compounds, 0.97% hits;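 active = compounds that cut the binding signal by more than half at the single screening dose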;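 note: His-tagged Mcl-1 with europium anti-His antibody binding Bid BH3 peptide; 0% = Mcl-1 plus peptide wells and 100% = peptide-only wells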
Pf gametocyte: late stage P. falciparum gametocyte viability inhibitors, primary screen, ATP luminescence, HTS | P. falciparum stage V gametocytes, 24 h | inhibition, % at 10.9 µM | 150,000 compounds, 0.065% hits | AID 743093, 2013;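 active = inhibition above the mean plus 3 SD of compounds within the control limits, set per campaign, cut at about 38% in these data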;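 note: 0% = DMSO wells and 100% = medium only without gametocytes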
Numbers without * were called inactive; ? = inconclusive; . = not tested or not shown.

SMILES	ABCG2 inh	RGS7-Gao reg	Mcl1 Noxa PPI	RGS8-Gao reg	ABCB1 block	GSH bead fluor	RGS4-Gao reg	Avidin bead fluor	Bim-Mcl-1	Mcl1 Bid PPI	Pf gametocyte
COc1ccc(CC(=O)NNC(=S)NCC2CC2)cc1OC	.	?	-6	97	.	.	98	8	.	-95	-33
N=c1c2c(-c3ccccc3)c(-c3ccccc3)n(Cc3ccco3)c2ncn1CCN1CCOCC1	3	98	3	101	0.8	13	101	18	-1	-47	4
CCCC(=O)C1=C(N2CCCC2)CC(C)(C)C(C(=O)OC)C1=O (stereo unspecified)	.	?	-22	95	.	.	89	3	.	-7	0
CCOc1ccc(N2CC(C(=O)OCC(=O)NCc3ccccc3)CC2=O)cc1 (stereo unspecified)	16	100	3	99	0.4	13	99	5	-2	-30	.
O=[N+]([O-])c1ccc(Oc2cccc(Br)c2)c2ccncc12	39	99	9	99	2.6	23	100	19	-2	21	14
CCn1ccc(C(=O)Nc2c(C)nn(Cc3c(F)c(F)c(F)c(F)c3F)c2C)n1	-1	103	-3	106	0.7	13	104	3	-5	-18	.
Cc1ccccc1OCC(=O)OCC(=O)c1ccc(-c2ccccc2)cc1	1	99	6	101	-0.1	14	100	13	-3	-3	-21
Fc1ccccc1NC(=S)N1CCN(C/C=C/c2ccccc2)CC1	2	100	3	102	0.3	6	100	2	-5	-19	-31
O=C(NC1CCCCC1)c1cc2ccccc2cc1O	.	?	13	92	.	.	94	3	.	-29	14
COc1cc(C2CC(=O)NC3=C2C(=O)CC(C)(C)C3)cc(OC)c1O (stereo unspecified)	2	96	3	97	0.6	23	95	34	0	-26	10
CCN(CCCNC(=O)CN1C(=O)COc2ccccc21)c1cccc(C)c1	4	95	0	98	0.6	11	99	10	3	-41	.
O=C(CSCc1ccccc1)N1CCN(c2cccc(C(F)(F)F)c2)CC1	2	101	8	99	0.3	8	101	10	-2	-13	.
O=C(c1cc2nc(-c3ccccc3)cc(-c3ccccc3)n2n1)N1CCCC1	10	97	25	100	1.6	22	100	6	0	-2	5
C=C1CCN([C@H](C(=O)Nc2ccc(OC)cc2)C(C)C)S(=O)(=O)c2ccccc21	.	?	21	96	.	.	97	25	.	-24	11
O=C(CN1C(=O)C2C3C=CC(C3)C2C1=O)NCc1ccccc1 (stereo unspecified)	1	98	3	99	0.4	11	93	38	-1	0	.
CCCNC(=O)c1cccc(C(F)(F)F)c1	20	102	21	100	1.5	36	101	9	-3	-1	.
O=C(CN(c1ccc(F)cc1)S(=O)(=O)c1ccccc1)Nc1ccccc1C(=O)O	1	?	0	101	-0.1	14	102	8	0	-23	.
CON(C)c1nc(Oc2ccc(=O)[nH]n2)nc(N(C)C)n1	0	103	-1	106	0.4	33	109	5	-1	-13	-22
C=CCNc1nc(NCc2ccco2)nc(OCC)n1	0	94	-8	96	0.0	33	99	7	0	-21	-16
Fc1cccc(Cn2cc(C(=S)N3CCOCC3)c3ccccc32)c1	14	99	8	99	0.8	11	98	11	0	-20	-9
Cc1cnn(-c2nc(-c3cccs3)cc(C(F)(F)F)n2)c1	10	102	-9	104	0.8	70	107	6	-2	-10	.
CC1CN(C(=O)c2ccc3c(c2)OCO3)CC(C)O1 (stereo unspecified)	3	100	-3	103	0.7	35	102	11	0	-18	.
COCCNC(=O)CSCc1cc(C)cc(C)c1	4	92	6	98	0.7	11	97	12	-6	-16	14
CCn1c2ccccc2c2cc(NC(=O)c3cccc([N+](=O)[O-])c3C)ccc21	1	98	0	101	-4.0	13	99	12	-6	-10	3
COC(=O)c1ccc(C2c3c(oc4ccccc4c3=O)C(=O)N2CCCN2CCOCC2)cc1 (stereo unspecified)	1	103	-17	114	0.1	12	104	4	-2	-12	.
O=C(CS(=O)(=O)c1ccc(C(F)(F)F)cn1)NNC(=O)c1ccccc1	.	.	-2	99	.	.	101	11	.	-2	-21
CCCCNC(=O)c1cc(C)no1	0	98	-12	102	-0.2	8	100	12	-5	-5	-5
O=C(/C=C/c1ccc([N+](=O)[O-])cc1)N(c1ccccn1)C1CCCCC1	1	102	19	94	0.4	20	101	23	1	-31	-10
CCOC(=O)N1CCN(C(=O)C(=O)Nc2ccc3nc4n(c(=O)c3c2)CCCCC4)CC1	5	101	9	101	0.9	20	98	8	1	-7	.
CC1CC(C)CN(S(=O)(=O)c2ccc(NC(=S)NC(=O)c3ccccc3)cc2)C1 (stereo unspecified)	-1	108	-4	104	-0.2	6	103	13	-3	-41	19
Cc1[nH]c2ccc(F)cc2c1CCN(Cc1cccnc1)C(=S)Nc1cccc(F)c1	4	98	18	98	0.6	10	100	19	0	-34	-20
COCCNCC(O)CON=C1c2ccccc2-c2ccccc21 (stereo unspecified)	0	100	10	99	0.5	11	100	5	3	-16	-13
CCOC(=O)c1sc(NC(=O)C2CC2)cc1C	5	100	15	100	0.1	24	100	6	0	-12	.
Cc1c(Cl)cccc1NC(=O)CSCC(N)=O	2	103	5	100	0.4	19	103	8	0	-40	.
Cc1ccn(C(=O)c2ccc(NC(=O)C3CCCCC3)cc2)n1	6	106	-6	98	0.0	27	102	33	-4	-13	-21
Cn1c(SCC(=O)N2CCCCC2)nnc1-c1ccc(S(=O)(=O)N2CCOCC2)cc1	0	99	15	102	0.2	12	102	18	0	-29	36
Cc1ncc(N=Nc2ccccc2Cl)c(-c2ccccc2)n1	1	102	7	100	0.4	16	102	36	0	0	-20
CC1(C)Cc2c(ccc3ccccc23)C(=O)N1	1	103	18	103	0.3	19	105	35	-4	-2	.
CC(C)CNc1ncnc2c1sc1nc(N3CCOCC3)c3c(c12)CC(C)(C)OC3	17	102	25	100	3.5	39	101	11	-2	7	.
CCOC(=O)c1cnc(-n2cc(C)cn2)nc1NCc1ccc2c(c1)OCO2	1	98	-7	92	0.4	18	99	22	-2	35	.

Molecules listed so far with two or more sulfur atoms, in the order listed:
SMILES	ABCG2 inh	RGS7-Gao reg	Mcl1 Noxa PPI	RGS8-Gao reg	ABCB1 block	GSH bead fluor	RGS4-Gao reg	Avidin bead fluor	Bim-Mcl-1	Mcl1 Bid PPI	Pf gametocyte
CC1CC(C)CN(S(=O)(=O)c2ccc(NC(=S)NC(=O)c3ccccc3)cc2)C1 (stereo unspecified)	-1	108	-4	104	-0.2	6	103	13	-3	-41	19
Cn1c(SCC(=O)N2CCCCC2)nnc1-c1ccc(S(=O)(=O)N2CCOCC2)cc1	0	99	15	102	0.2	12	102	18	0	-29	36

Following part:
SMILES	ABCG2 inh	RGS7-Gao reg	Mcl1 Noxa PPI	RGS8-Gao reg	ABCB1 block	GSH bead fluor	RGS4-Gao reg	Avidin bead fluor	Bim-Mcl-1	Mcl1 Bid PPI	Pf gametocyte
NS(=O)(=O)c1ccc(NC(=O)/C=C/c2cn(-c3ccccc3)nc2-c2cccc(Cl)c2)cc1	-4	?	16	99	-1.5	10	102	12	-2	-24	.
CC(C)c1nnc(NC(=O)CN(C)S(=O)(=O)c2ccc3c(c2)OCCO3)s1	16	87	-4	91	0.7	15	84	20	-1	10	.
COc1ccc(C(=O)NNC(=S)NC(=O)c2cccnc2)cc1	-1	111	-15	113	-0.6	12	104	11	2	-108	.
CC1=NNC(=O)C1C(c1ccc(Cl)cc1)C(C#N)C#N (stereo unspecified)	.	?	-4	94	.	.	96	7	.	-32	-21
COc1ccc(Nc2nc(N/N=C/c3ccc(N(C)C)cc3)nc(C)c2[N+](=O)[O-])cc1	-6	92	17	102	-0.4	8	91	3	-6	-51	-14
O=C(CCc1ccc(S(=O)(=O)N2CCOCC2)cc1)Oc1ccccc1	0	99	27	99	0.0	12	99	24	-3	-16	3
CCN(CCNC(=O)C1=C(C)C(=O)OC12CCC(C)CC2)c1ccccc1 (stereo unspecified)	.	?	-5	102	.	.	100	8	.	-85	-2
CC(=O)c1c(C)[nH]c(C(=O)Nc2nc(C)cs2)c1C	5	107	16	107	0.5	10	106	26	0	-17	.
Oc1c(C(c2ccccn2)N2CCCCC2)cc(Cl)c2cccnc12 (stereo unspecified)	-6	100	30	98	-3.4	66	102	6	0	40	4
COc1ccc2c(c1)c(CC(=O)Nc1cc(C)ccc1C)c(C)n2C(=O)c1ccc(Cl)cc1	-6	99	-13	100	-0.6	22	102	12	-3	2	.
Cc1ccsc1/C=C1/C(=O)NN(c2ccccc2)C1=O	11	79	15	94	1.2	21	89	3	-2	-44	.
Cc1ccc(-c2nc(SCC(=O)Nc3ccccc3OC(F)F)c3c(C)c(C(=O)O)sc3n2)cc1	.	?	50	102	.	.	105	15	.	79*	.
CCN(CC)c1ccc(/C=C2\NC(=O)NC2=O)cc1	9	105	9	108	0.2	10	106	7	0	-20	1
O=S(=O)(CCc1ccncc1)C1Cc2cccc3cccc1c23 (stereo unspecified)	.	?	-11	96	.	.	89	10	.	-18	-3
COc1ccccc1C(=O)Nc1ccccc1C(=O)N1C(C)CCCC1C (stereo unspecified)	10	114	11	102	2.8	15	100	14	-1	-3	.
COC(=O)C1=C(C)N=c2s/c(=C/c3cccs3)c(=O)n2C1c1cccs1 (stereo unspecified)	0	93	-3	88	-1.7	20	84	11	-3	-23	.
O=C(Nc1ccc(Cl)cc1)c1ccc(-c2ccccn2)s1	.	?	-18	102	.	.	98	10	.	2	10
CCC(CC)NC(=O)Cc1ccccc1[N+](=O)[O-]	1	104	6	104	0.5	27	101	14	-2	19	2
COc1ccc(CCN(C)C(=O)CSc2ncnc3sccc23)cc1OC	3	98	18	100	-1.9	17	97	12	-2	-20	-7
COCCNC(=O)C(=O)N/N=C(\C)CC(=O)Nc1cccnc1	2	104	16	102	0.8	8	104	10	0	-5	1
CC(C)n1cc(NC(=O)C2CC(c3cccc(Br)c3)=NO2)cn1 (stereo unspecified)	4	99	9	99	-0.1	15	98	4	6	-23	.
COc1ccc(C2=CC3=C(Br)C(=O)C(C)(OC(=O)C4CCCC4)C(=O)C3=CO2)cc1 (stereo unspecified)	.	?	27	94	.	.	94	7	.	-44	.
CCCCN(CCCC)CC(O)Cn1c2ccccc2c(=O)c2ccccc21 (stereo unspecified)	.	?	18	99	.	.	98	7	.	-17	2
Cc1ccccc1-c1cc(C(=O)Nc2sc(C(=O)OC(C)C)c(C)c2C#N)c2ccccc2n1	-4	130	3	83	-0.3	34	95	7	-11	-14	-62
